TIM10 inh: growth inhibitors of isogenic TIM10 control yeast, primary screen, counter-screen for tim10-1 yeast inhibitor project, luminescence, uHTS; S. cerevisiae TIM10 strain growth, BacTiter-Glo luminescence, 24 h; inhibition, % at 10 µM; 330,000 tested, 1.4% active;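 active = inhibition of 40% or more at the single tested concentration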;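 note: wild-type TIM10 isogenic control strain grown at permissive 25 °C; 0% = DMSO yeast wells and 100% = minimal medium wells without yeast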
hIAP activ: human IAP activators, primary screen, biochemical, luminescence, uHTS | purified human IAP, CDP-Star luminescence, 30 min; active compounds read high; 1 = vehicle-only enzyme, 0 = enzyme-free background | activation factor at 10 µM | 330,000 tested, 0.16% active;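 active = activation factor of the enzyme at least 2-fold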; note: the source names both 10 and 20 µM as test concentration; values of inactives mirror those of a sister screen read the other way
Target sequence (P09923 whole entry, looked up): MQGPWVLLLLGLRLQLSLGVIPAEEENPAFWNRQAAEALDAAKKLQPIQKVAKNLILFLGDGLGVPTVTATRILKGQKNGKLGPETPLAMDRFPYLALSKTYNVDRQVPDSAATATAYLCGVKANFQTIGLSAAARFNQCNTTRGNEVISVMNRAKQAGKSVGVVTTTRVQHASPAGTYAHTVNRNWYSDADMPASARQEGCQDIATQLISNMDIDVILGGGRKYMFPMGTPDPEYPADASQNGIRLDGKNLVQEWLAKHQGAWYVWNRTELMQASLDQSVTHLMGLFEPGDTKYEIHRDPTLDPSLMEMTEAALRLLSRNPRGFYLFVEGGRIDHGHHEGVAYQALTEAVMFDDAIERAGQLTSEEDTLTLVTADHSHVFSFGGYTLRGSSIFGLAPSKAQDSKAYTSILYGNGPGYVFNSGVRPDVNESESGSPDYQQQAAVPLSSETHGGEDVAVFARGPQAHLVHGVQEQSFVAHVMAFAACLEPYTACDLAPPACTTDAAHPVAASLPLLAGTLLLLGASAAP
mIAP block: inhibitors of mouse IAP, primary screen, biochemical, luminescence, uHTS; 330,000 tested, 0.2% active; purified mouse IAP, CDP-Star luminescence, 30 min; inhibition, % at 10 µM;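 active = inhibition of at least 40% at 10 µM in the primary screen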;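 note: plate controls were DMSO with enzyme for no effect and no enzyme wells for full effect; values of inactives mirror those of a sister screen read the other way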
hIAP block: human IAP inhibitors, primary screen, biochemical, luminescence, uHTS; AID 2544, 2010; purified IAP, CDP-Star luminescence, 30 min; 330,000 tested, 0.12% active; Intestinal-type alkaline phosphatase (Homo sapiens), P09923; inhibition, % at 10 µM;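 active = inhibition reaching a set limit with compound at 10 µM in the primary screen, cut at about 35% in these data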;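 note: plate controls were DMSO wells with enzyme for no effect and no-enzyme buffer wells for full effect; values of inactives mirror those of a sister screen read the other way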
NLRP3 yeast inh: NALP3 inflammasome inhibitors in reconstituted yeast, primary screen, luminescence, uHTS | Yeast reconstituted NLRP3/ASC/caspase-1, beta-gal luminescence, 24 h | inhibition, % at 10 µM | 330,000 tested, 0.39% active | AID 2825, 2010;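 active = inhibition of 50% or more; inactive = inhibition below 50%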;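 note: plate controls were induced DMSO wells for no effect and uninduced yeast grown without galactose for full effect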
tim10-1 inh: growth inhibitors of tim10-1 mutant yeast, primary screen, luminescence, uHTS. S. cerevisiae tim10-1 ts strain growth, BacTiter-Glo, 24 h. inhibition, % at 20 µM. 330,000 tested, 2.2% active;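 active = inhibition of at least 40%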;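 note: mutant grown at 25 °C; 0% = DMSO wells with yeast and 100% = wells holding no yeast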
ATG4B inh: ATG4B protease inhibitors, primary screen, biochemical, fluorescence, uHTS; Cysteine protease ATG4B (Homo sapiens), Q9Y4P1; ATG4B cleavage of LC3-PLA2, NBD-HPC fluorescence, 1 h; inhibition, % at 8.33 µM; 340,000 tested, 0.51% active; AID 504462, 2011; in the data active = inhibition above about 40%
Target sequence (Q9Y4P1 whole entry, looked up): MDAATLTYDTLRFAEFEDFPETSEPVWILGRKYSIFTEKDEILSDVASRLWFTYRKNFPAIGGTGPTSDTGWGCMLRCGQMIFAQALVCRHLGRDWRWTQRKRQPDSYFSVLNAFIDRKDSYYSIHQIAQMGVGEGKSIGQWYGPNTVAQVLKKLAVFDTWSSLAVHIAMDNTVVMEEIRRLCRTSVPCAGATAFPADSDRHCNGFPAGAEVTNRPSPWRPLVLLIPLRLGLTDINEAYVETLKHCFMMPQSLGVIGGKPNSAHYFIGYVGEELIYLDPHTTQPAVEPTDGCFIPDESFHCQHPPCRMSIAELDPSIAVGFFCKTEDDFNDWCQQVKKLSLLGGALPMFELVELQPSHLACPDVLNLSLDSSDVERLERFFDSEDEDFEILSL
mIAP activ: activators of mouse IAP, primary screen, biochemical, luminescence, uHTS; intestinal alkaline phosphatase [Mus musculus]; muIAP, CDP-Star luminescence, 30 min; active compounds read high; 1 = vehicle-only enzyme signal, 0 = enzyme-free wells; activation factor at 10 µM; 330,000 tested, 0.24% active;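 active = activation factor of at least 2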; note: the source names both 10 and 20 µM as test concentration; values of inactives mirror those of a sister screen read the other way
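Assay system: mouse IAP enzyme / Compound: DMSO-dissolved test compounds / Timing: 30 min, room temperature / Measured by: luminescence from enzymatic CDP-Star hydrolysis / Control set: DMSO-only wells, enzyme-free buffer wells as negative control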
Apaf-1 inh: inhibitors of human Apaf-1 apoptosome, primary screen, biochemical, DEVD-Rh110 fluorescence, uHTS; Apoptotic protease-activating factor 1 (Homo sapiens), O14727; reconstituted apoptosome caspase-3 activity; inhibition, % at 20 µM; 330,000 tested, 0.71% active; active = inhibition of at least 40% at 20 µM;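 note: plate controls were DMSO wells for no effect and DEVD-CHO caspase inhibitor wells for full effect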
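System: reconstituted apoptosome with Apaf-1, cytochrome c, caspase-9, procaspase-3, dATP; Signal: Rh110 fluorescence intensity; Schedule: 30 min compound preincubation, 50 min activation, room temperature; Reagent: cytochrome c trigger plus (Z-DEVD)2-Rh110 caspase-3 substrate.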
The depositor's hits bear a star; x = no result given.

Each structure is followed by: hIAP activ	hIAP block	mIAP block	Apaf-1 inh	tim10-1 inh	TIM10 inh	NLRP3 yeast inh	ATG4B inh	mIAP activ
- CC(=O)Nc1ncnc2c1c(-c1ccc(Cl)cc1)nn2C(C)(C)C
  1.04	-3.7	-4.6	5.7	-1.6	16.5	49.1	0.7	1.05
- O=C(Cc1csc(-c2cccc(Cl)c2)n1)Nc1cccc(S(=O)(=O)NC2=NCCC2)c1
  1.04	-4.3	10.4	10.4	-14.1	1.0	9.8	-22.5	0.896
- COc1cccc(C2SCC(=O)N2c2ccc(Cl)cc2)c1OC (centres undefined)
  0.802	19.8	4.1	13.1	6.0	-0.5	19.3	-3.2	0.959
- COc1ccc(/C=C/C2=NN(Cc3ccccc3)C(=O)CC2)cc1
  0.998	0.2	2.2	19.8	8.0	-22.2	-15.1	-0.9	0.978
- C=CC(=O)Nc1cccc(Oc2ncnc3[nH]cc(-c4cnc5ccccc5c4)c23)c1
  1.09	-9.3	4.2	9.4	-0.4	-5.6	9.0	-0.1	0.958
- O=C(NCCc1ccccc1)Nc1ccc2c(c1)OCO2
  0.896	10.4	-3.9	-12.8	14.7	7.3	-12.0	-7.4	1.04
- Cc1ccc(NS(=O)(=O)c2c(C)nc3sccn3c2=O)c(C)c1
  1.02	-2.3	7.8	-2.3	22.5	6.2	-9.4	-9.7	0.922
- CN(CCOc1ccc(Cl)cc1)CC(=O)Nc1ccc(OC(F)(F)F)cc1
  0.917	8.3	0.5	23.7	-0.1	11.1	32.7	8.3	0.995
- Cc1ccc(C(=O)N2CC(=O)Nc3ccc(F)cc3C2c2ccc(F)cc2)cc1[N+](=O)[O-] (centres undefined)
  0.787	21.3	9.6	7.0	20.1	11.0	9.7	-15.6	0.904
- COC(=O)CNC(=O)C(CCSC)NC(C)=O (centres undefined)
  1.15	-14.5	-1.2	0.3	-12.3	-26.2	6.1	-3.3	1.01
- O=C(Nc1ccccc1Cc1ccccc1)C1CC(=O)N(c2ccc3c(c2)OCCO3)C1 (centres undefined)
  0.871	12.8	-16.8	9.6	21.8	14.4	2.6	-9.7	1.17
- CCCc1cc2c(OC(=O)CC)c(-c3ccc(C(=O)OCC)o3)c(=O)oc2cc1OC
  1.12	-12.0	-14.1	16.8	6.1	22.9	1.6	4.0	1.14
- CC1CCCC(NC(=O)COC(=O)c2ccccc2[N+](=O)[O-])C1C (centres undefined)
  1.26	-25.7	-13.4	5.2	13.3	-4.0	15.8	4.4	1.13
- C/C(=C\c1cccs1)C(=O)c1c(C)cc(C)[nH]c1=O
  0.959	4.1	8.7	-4.7	-1.8	9.2	8.0	-9.3	0.913
- COc1ccc(-c2cc(C(F)(F)F)nc(S(=O)(=O)CCCC(=O)Nc3cccc(O)c3)n2)cc1OC
  0.963	3.7	-6.5	11.5	10.1	0.0	8.7	-4.5	1.06
- O=C(NCC(c1ccco1)N1CCCC1)c1ccc(S(=O)(=O)Nc2ccccc2F)cc1 (centres undefined)
  0.938	6.2	5.9	-0.9	0.0	-9.1	9.8	-7.3	0.941
- Cc1ccc(C(=O)OCC(=O)NCc2ccc3c(c2)OCO3)s1
  1.09	-8.7	9.7	-9.2	7.4	4.7	13.7	-7.0	0.903
- Cc1nc(CSc2nnc(C)s2)cs1
  0.956	4.4	-5.3	12.3	-2.7	14.4	24.6	5.8	1.05
- CCC(CC)n1[nH]c(=O)cc1N
  1.23	-23.1	2.1	-9.1	8.4	4.5	-6.3	5.3	0.979
- Cc1ccc(-c2nc(CCNC(=O)c3ccco3)cs2)cc1
  1.06	-6.2	-6.4	1.8	10.0	1.4	19.2	-1.2	1.06
- Cc1nnc(SCC(=O)Nc2ccc(S(=O)(=O)N3CCCCC3)cc2)s1
  0.932	6.8	-1.9	2.7	14.5	11.8	3.1	-10.8	1.02
- CC(C)C(=O)NC(=S)Nc1ccc(S(=O)(=O)N2CCN(C)CC2)cc1
  1.06	-6.2	-1.2	12.6	9.2	-1.8	15.6	-1.1	1.01
- CC(C)CS(=O)(=O)C1=NSC2=NC(=O)/C(=C\c3ccc(OC(=O)c4ccco4)cc3)C(=N)N21
  0.919	8.1	9.7	3.0	9.3	6.9	-2.7	16.0	0.903
- CC(=O)N1SC(N)=NC1c1ccccc1 (centres undefined)
  0.962	3.8	-1.8	-8.5	9.6	-4.0	6.4	-7.7	1.02
- Cc1cc(C(=O)N/N=C/c2ccc(O)c([N+](=O)[O-])c2)c(C)n1-c1ccc(F)cc1
  1.08	-8.4	16.1	2.2	29.8	20.2	-4.5	23.4	0.839
- Cn1cnnc1SCC(=O)N1CCC(Cc2ccccc2)CC1
  1.14	-13.8	-19.6	2.8	14.2	-8.0	23.2	4.4	1.2
- O=C(O)CC(Cc1ccc(Cl)cc1)C(=O)NCc1ccccc1 (centres undefined)
  1.08	-8.4	-4.4	17.8	10.9	-4.5	7.6	-4.3	1.04
- COc1ccc(CCNC(=O)c2ccc3c(SCC(=O)O)c4c(nc3c2)CCCC4)cc1OC
  0.908	9.2	16.8	6.1	8.5	4.2	5.8	-6.8	0.832
- CCCOc1ccc(C(=O)Nc2ccc(N(C)C)cc2)cc1
  0.982	1.8	8.3	17.8	-4.0	-4.6	30.5	-4.7	0.917
- Cc1cc(C)n(Cc2cc(C(=O)O)c3ccccc3n2)n1
  1.07	-7.0	-8.7	2.3	0.5	-9.0	-10.8	-1.1	1.09
- S=c1[nH]cnc2scc(-c3ccccc3)c12
  0.805	19.5	11.3	-0.6	17.1	21.2	22.8	-3.1	0.887
- COc1ccccc1OCC(=O)N1CCCC(Nc2ccc(F)c(F)c2)C1 (centres undefined)
  1.07	-6.6	2.4	0.1	25.9	12.1	2.5	-7.8	0.976
- COc1ccc(C2Nc3ccccc3C(=O)N2Cc2ccccc2)cc1COc1ccccn1 (centres undefined)
  1.22	-21.9	-8.4	3.0	28.9	20.9	-2.8	-8.8	1.08
- CCOc1ccc(S(=O)(=O)Nc2cccc(C(=O)NCC(C)(C)N3CCOCC3)c2)cc1
  0.968	3.2	4.3	1.6	-26.2	1.0	20.6	-7.1	0.957
- Cc1ccc(Nc2ncnc3c2cnn3C)cc1
  1.26	-26.5	9.2	-4.2	26.4	16.8	8.1	4.4	0.908
- O=C(COCc1nc2ccccc2c(=O)[nH]1)NC1CCCC1
  0.755	24.5	-0.9	3.8	7.5	-14.2	-2.5	2.5	1.01
- O=C(CN1C(=O)CSc2ccc(S(=O)(=O)N3CCOCC3)cc21)NCc1ccc(Cl)cc1
  1.11	-10.8	4.3	5.3	8.7	2.8	12.4	-7.0	0.957
- CC(C)c1cc(Nc2cccc(O)c2)cc(C(C)C)c1O
  0.962	3.8	13.3	16.2	28.6	13.8	1.2	x	0.867
- C=C1CCN([C@@H](CC(C)C)C(=O)NCCCc2ccccc2)S(=O)(=O)c2ccccc21
  0.988	1.2	-6.0	11.9	24.5	6.3	13.7	-6.4	1.06
- COc1ccc(Cl)cc1NC(=O)CN1CCCC1
  1.02	-1.7	13.0	-9.4	4.1	13.7	20.6	-3.8	0.87
- COC(=O)c1cc(OC)c(OC)cc1NC(=O)C1CCC(=O)N1S(=O)(=O)c1ccc(C)cc1 (centres undefined)
  1.11	-11.0	3.2	4.3	12.3	24.2	-5.3	-17.9	0.968
- O=C(CSc1ccsc1[N+](=O)[O-])NCc1ccccc1
  1.03	-3.1	1.2	-0.3	34.1	-6.5	8.2	10.6	0.988
- ClCC1NCC(c2ccccc2Cl)c2c1[nH]c1ccccc21 (centres undefined)
  0.972	2.8	-3.8	7.1	12.6	21.5	3.0	-0.9	1.04
- CN(C(=S)Nc1ccc(SC(F)F)cc1)C(c1ccccc1)c1ccccc1
  0.968	3.2	-19.5	13.7	19.1	41.8*	15.3	7.9	1.2
- CCOC(=O)c1ccc(N=C2S/C(=C\c3cc(C)n(-c4cccnc4)c3C)C(=O)N2C)cc1
  1.03	-3.0	11.9	13.4	-5.4	-18.2	-4.9	-2.5	0.881
- Cc1ccc(C(=O)/C=C/c2ccccc2)o1
  1.1	-10.3	-2.0	9.0	23.6	11.7	22.2	3.6	1.02
- COCCN(CCOC)C(=O)c1ccc(NS(=O)(=O)c2ccc3c(c2)OCCO3)cc1
  1.32	-32.1	4.2	-9.0	6.9	1.2	15.9	-6.5	0.958
- COc1ccc(C(=O)NCCC2=CCCCC2)cc1[N+](=O)[O-]
  1.05	-5.0	-3.3	-7.3	30.5	22.3	1.9	-1.8	1.03
- CCn1nc(NC(=O)CC(C)C)c2cc3cccc(C)c3nc21
  1.25	-24.8	-57.1	18.9	30.0	12.7	15.5	-2.8	1.57
- CC(C)C(=O)N1CCN(c2ccc(NC(=O)c3ccc([N+](=O)[O-])o3)cc2)CC1
  0.89	11.0	10.9	4.5	26.1	30.0	8.1	-8.7	0.891
- COC(=O)c1nnn(-c2nonc2N)c1CSc1nnc(C)s1
  0.931	6.9	12.3	-3.0	5.6	7.7	1.2	2.6	0.877
- COCCCn1c(C)nnc1SCC(=O)Nc1cccc(C)c1
  1.06	-5.9	1.8	-5.2	13.4	-5.7	-3.1	1.9	0.982
- CN(C)c1cccc(N=C2C=C(N3CCOCC3)CC(C)(C)C2)c1
  1.58	-57.6	5.8	-6.0	1.4	-9.9	11.8	-10.2	0.942
- Cc1nc2ccc(S(=O)(=O)NCC(=O)N3CCC(C)CC3)cc2s1
  1.11	-11.0	9.2	-8.8	12.4	9.8	7.8	6.8	0.908
- C[C@]12C=CC(=O)C=C1CC[C@@H]1C2=CC[C@]2(C)[C@@H](C(=O)CN3CCN(c4cc(N5CCCC5)nc(N5CCCC5)n4)CC3)CC[C@@H]12
  0.797	20.3	13.9	86.7*	2.8	-6.0	24.8	-3.4	0.861
- COc1ccc2nc(NC(=O)CSc3ccccc3)sc2c1
  1.1	-9.6	6.1	15.6	-18.5	-5.9	13.3	-3.8	0.939
- COn1c(-c2ccc(Cl)cc2)nc2ccc(Cl)cc21
  1.02	-2.0	3.0	6.5	1.7	-2.6	13.4	1.1	0.97
- CC(C)(C)c1ccc(C(=O)N/C(=C\c2ccco2)C(=O)O)cc1
  1.05	-4.6	11.3	1.8	13.9	16.9	14.0	-4.0	0.887

A different layout for some results above.
Cc1nc2ccc(S(=O)(=O)NCC(=O)N3CCC(C)CC3)cc2s1
  hIAP activ: 1.11	hIAP block: -11.0	mIAP block: 9.2	Apaf-1 inh: -8.8	tim10-1 inh: 12.4	TIM10 inh: 9.8	NLRP3 yeast inh: 7.8	ATG4B inh: 6.8	mIAP activ: 0.908
ClCC1NCC(c2ccccc2Cl)c2c1[nH]c1ccccc21 (centres undefined)
  hIAP activ: 0.972	hIAP block: 2.8	mIAP block: -3.8	Apaf-1 inh: 7.1	tim10-1 inh: 12.6	TIM10 inh: 21.5	NLRP3 yeast inh: 3.0	ATG4B inh: -0.9	mIAP activ: 1.04
CC(C)(C)c1ccc(C(=O)N/C(=C\c2ccco2)C(=O)O)cc1
  hIAP activ: 1.05	hIAP block: -4.6	mIAP block: 11.3	Apaf-1 inh: 1.8	tim10-1 inh: 13.9	TIM10 inh: 16.9	NLRP3 yeast inh: 14.0	ATG4B inh: -4.0	mIAP activ: 0.887
